RSV antiviral HEp-2: inhibition of RSV-induced cytopathic effect – HEp-2 cells, primary 10 µM value included (AID 2391). HEp-2 cells, RSV-induced CPE inhibition; higher % means a stronger effect. 0.13% of 310,000 active. CPE inhibition, % at 10 µM; hits with a dose series show IC50 in µM; in the data active = a potency from the dose series; also: strong numbers were not always called active
HIV peptide binding: cell-free HIV fusion peptide-binding blockers – biochemical, uHTS, fluorescence dequenching, primary screen (AID 1986); cell-free peptide binding, fluorescence dequenching, 30 min; higher % means a stronger effect; 0.3% of 290,000 active; one-dose inhibition, % at 20 µM; IC50 in µM for titrated hits; in the data active = inhibition mostly above about 52%, no sharp cut-off; inactive = mostly below about 76%; also: some results filed as inactive read as strong as hits
UTI89 phage lysis: protection from phage-mediated lysis, alamar blue read-out – E. coli UTI89, K1F phage, bacterial capsule biogenesis inhibitors (AID 488966). E. coli UTI89 K1F phage lysis, alamar blue, 2 h; higher % means a stronger effect. inhibition, % at 100 µM; hits with a dose series show IC50 in µM. 0.02% of 340,000 active;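 active = phage lysis inhibition, versus mean bacterial control, above a set limit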;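 also: capsule biogenesis inhibitors block K1F phage lysis so surviving cells raise fluorescence; higher fluorescence means more inhibition of phage lysis; actives were called in the ten point dose series up to 300 µM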
SV40 large T antigen: TAg ATPase/helicase activity blockers – biochemical (AID 1903) | SV40 large T antigen ATPase/helicase inhibition assay; higher % means a stronger effect | one-dose inhibition, % at 20 µM; IC50 in µM for titrated hits | 0.39% of 310,000 active; in the data active = a potency from the dose series; also: strong numbers were not always called active
Dengue-2 NS5 capping: Dengue-2 NS5 methyltransferase inhibitors, primary screen, biochemical, confirmation dose response (AID 588689) | Dengue-2 NS5 methyltransferase capping enzyme assay, biochemical; higher % means a stronger effect | one-dose inhibition, % at 25 µM; IC50 in µM for titrated hits | 0.3% of 340,000 active; in the data active = a potency from the dose series
Salmonella PhoP GFP: PhoP-dependent GFP reporter repression – Salmonella Typhimurium, primary screen (AID 1863). S. Typhimurium PhoP-regulated promoter GFP reporter, 4 h; higher % means a stronger effect. 0.16% of 300,000 active. one-dose inhibition, % at 50 µM; IC50 in µM for titrated hits;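 active = inhibition over 29.93%, a cutoff 3 SD above the screen mean, later confirmed by dose response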;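 also: 0% = low Mg2+ inducing control and 100% = high Mg2+ repressing control; strong numbers were not always called active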
Rac1 GTP hydrolysis: MgcRacGAP GTPase-activating activity inhibitors, confirmation, biochemical, ADP Hunter fluorescence. MgcRacGAP-stimulated Rac1 GTP hydrolysis, ADP Hunter fluorescence; higher % means a stronger effect; GST-tagged Rac1 F28L mutant substrate. inhibition, % at 30 µM; hits with a dose series show IC50 in µM. 0.6% of 340,000 active;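 active = first-screen hits whose inhibition reached a set limit at any dose in the follow-up dose series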;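 also: fluorescence reports GDP produced by GAP-driven GTP hydrolysis; strong numbers were not always called active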
GPR35 antagonists: GPR35 antagonists blocking zaprinast-driven arrestin recruitment, primary screen, imaging, U2OS, beta-arrestin-GFP, zaprinast agonist (AID 2058) | U2OS GPR35 beta-arrestin-GFP translocation imaging, zaprinast antagonism; higher % means a stronger effect | inhibition, % at 10 µM; hits with a dose series show IC50 in µM | 0.052% of 290,000 active;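 active = inhibition of at least 50% with at least 30 cells and total cytoplasm GFP at most 10,000,000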
GPR55 antagonists: inhibition of LPI-stimulated GPR55 beta-arrestin translocation – imaging, U2OS, beta-arrestin-GFP, LPI agonist, primary screen (AID 2013); U2OS GPR55 beta-arrestin-GFP translocation imaging, LPI antagonism; higher % means a stronger effect; inhibition, % at 10 µM, or IC50 in µM where a hit was titrated; 0.13% of 290,000 active;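 active = spots per cell inhibited over 60%, with over 100 cells counted and total cytoplasm intensity under 500,000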;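 also: U2OS cells stably carrying GPR55 and arrestin-GFP stimulated by 5 µM LPI near EC80; imaged beta-arrestin-GFP aggregate spots per cell after agonist stimulation; plate controls were LPI-stimulated DMSO wells for no effect and DMSO wells without LPI for full effect; some results filed as inactive read as strong as hits; confirmed hits need IC50 under 10 µM and bright autofluorescent wells are also inconclusive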
Dengue-2 NS5 capping pilot replicate: further read-out of Dengue-2 NS5 capping, marked with its call; inhibition, %; measured here: pilot screen replicate inhibition
The depositor's hits bear a star; [ ] = dose if it differs, or a comment. Compounds were not picked by outcome (roughly 1.5% active in at least one column).

What do the screens show for `CCC(=O)NC(c1ccc(N(C)C)cc1)c1c(O)ccc2ccccc12` (centres undefined)?
RSV antiviral HEp-2: 2.2%; HIV peptide binding: -2.8%; UTI89 phage lysis: 2.0%; SV40 large T antigen: 12%; Dengue-2 NS5 capping: 2%; Salmonella PhoP GFP: -8%; Rac1 GTP hydrolysis: 15%; GPR35 antagonists: -16%; GPR55 antagonists: -13%

Results for O=C(c1ccc(CS(=O)c2ccccc2Cl)o1)N1CCN(c2ccccc2)CC1 (centres undefined) ?
RSV antiviral HEp-2: 0.2%; HIV peptide binding: -1.9%; UTI89 phage lysis: 1.1%; SV40 large T antigen: -2%; Dengue-2 NS5 capping: 0%; Salmonella PhoP GFP: 3%; Rac1 GTP hydrolysis: 0%; GPR35 antagonists: 12%; GPR55 antagonists: 1%

Results for CCOC(=O)c1c(NC(=O)C(C)NCc2ccco2)sc2c1CCC(C)C2 (centres undefined) ?
RSV antiviral HEp-2: 8.5%; HIV peptide binding: -0.5%; UTI89 phage lysis: 3.0%; SV40 large T antigen: 28%; Dengue-2 NS5 capping: -11%; Salmonella PhoP GFP: -11%; Rac1 GTP hydrolysis: 17%; GPR35 antagonists: -3%; GPR55 antagonists: 12%

Results for CCN1CCCC1CNC(=O)c1ccc(CS(=O)(=O)c2ccccc2C)o1 (centres undefined) ?
RSV antiviral HEp-2: -0.7%; HIV peptide binding: -0.4%; UTI89 phage lysis: 0.7%; SV40 large T antigen: -3%; Dengue-2 NS5 capping: 4%; Salmonella PhoP GFP: 4%; Rac1 GTP hydrolysis: -3%; GPR35 antagonists: 1%; GPR55 antagonists: 0%

How did CC1CCCC(NC(=O)CCCn2c(=S)[nH]c3ccccc3c2=O)C1C (centres undefined) do in these assays?
RSV antiviral HEp-2: 2.1%; HIV peptide binding: 3.7%; UTI89 phage lysis: 0.1%; SV40 large T antigen: 9%; Dengue-2 NS5 capping: 4%; Salmonella PhoP GFP: -5%; Rac1 GTP hydrolysis: 7%; GPR35 antagonists: -12%; GPR55 antagonists: -6%

Results for CCOc1cc(/C=N/NC(=O)c2ccncc2)ccc1OC(=O)c1ccco1 ?
RSV antiviral HEp-2: 1.3%; HIV peptide binding: -0.3%; UTI89 phage lysis: 0.0%; SV40 large T antigen: 5%; Dengue-2 NS5 capping: -2%; Salmonella PhoP GFP: 3%; Rac1 GTP hydrolysis: 1%; GPR35 antagonists: -12%; GPR55 antagonists: 8%

How did Cc1ccc(-c2cn3nc(C)c(C)nc3n2)cc1 do in these assays?
RSV antiviral HEp-2: 0.9%; HIV peptide binding: 6.9%; UTI89 phage lysis: -0.2%; SV40 large T antigen: 19%; Dengue-2 NS5 capping: -9%; Salmonella PhoP GFP: -7%; Rac1 GTP hydrolysis: 10%; GPR35 antagonists: -6%; GPR55 antagonists: 6%

How did O=C(Nc1cc(Cl)ccc1Cl)c1noc2c1CCCC2 do in these assays?
RSV antiviral HEp-2: 1.3%; HIV peptide binding: -1.2%; UTI89 phage lysis: -0.6%; Dengue-2 NS5 capping: -6%; Salmonella PhoP GFP: -6%; Rac1 GTP hydrolysis: 1%; GPR35 antagonists: 9%; GPR55 antagonists: -6%

How did O=C(COn1nnc2ccccc21)NCC1CCCCC1 do in these assays?
RSV antiviral HEp-2: 1.2%; HIV peptide binding: 3.2%; UTI89 phage lysis: 1.5%; SV40 large T antigen: 6%; Dengue-2 NS5 capping: -12%; Salmonella PhoP GFP: 2%; Rac1 GTP hydrolysis: 6%; GPR35 antagonists: -5%; GPR55 antagonists: 1%

What do the screens show for `Cc1c(Cl)cccc1Nc1nc(N)nc(CSC(=S)N2CCOCC2)n1`?
RSV antiviral HEp-2: -0.9%; HIV peptide binding: -0.9%; UTI89 phage lysis: 0.1%; SV40 large T antigen: 7%; Dengue-2 NS5 capping: -5%; Salmonella PhoP GFP: -3%; Rac1 GTP hydrolysis: 10%; GPR35 antagonists: -5%; GPR55 antagonists: -12%

What do the screens show for `Nc1[nH]n(-c2ccccc2)c(=O)c1N=Nc1ccc2c(c1)OCO2`?
RSV antiviral HEp-2: 8.2%; HIV peptide binding: -5.1%; UTI89 phage lysis: 0.1%; SV40 large T antigen: 18%; Dengue-2 NS5 capping: -3%; Salmonella PhoP GFP: 1%; Rac1 GTP hydrolysis: 15%; GPR35 antagonists: 4%; GPR55 antagonists: 2%

Results for CN(Cc1ccccc1)C(=O)CN1C(=O)c2ccccc2S1(=O)=O ?
RSV antiviral HEp-2: 1.0%; HIV peptide binding: 1.8%; UTI89 phage lysis: 1.6%; SV40 large T antigen: 16%; Dengue-2 NS5 capping: -5%; Salmonella PhoP GFP: -1%; Rac1 GTP hydrolysis: 5%; GPR35 antagonists: -8%; GPR55 antagonists: -1%

What do the screens show for `Cc1nc(N2CCC(C)CC2)c2c(C)c(C(=O)Nc3ccccc3C(F)(F)F)sc2n1`?
RSV antiviral HEp-2: 4.6%; HIV peptide binding: 0.1%; UTI89 phage lysis: 0.0%; SV40 large T antigen: 3%; Dengue-2 NS5 capping: 0%; Salmonella PhoP GFP: 1%; Rac1 GTP hydrolysis: 8%; GPR35 antagonists: 29%; GPR55 antagonists: 22%

Results for Cc1ccc(S(=O)(=O)N2CCN(c3ncnc4ccccc34)CC2)cc1 ?
RSV antiviral HEp-2: 6.1%; UTI89 phage lysis: 0.6%[50 µM]; Dengue-2 NS5 capping: -3%; Rac1 GTP hydrolysis: 5%

Results for NS(=O)(=O)c1ccc2c(c1)C1C=CCC1C(C1CC=CCC1)N2 (centres undefined) ?
RSV antiviral HEp-2: 14%; HIV peptide binding: 32%; UTI89 phage lysis: -0.6%; SV40 large T antigen: 3%; Dengue-2 NS5 capping: 9%; Salmonella PhoP GFP: -14%; Rac1 GTP hydrolysis: -4%; GPR35 antagonists: 3%; GPR55 antagonists: 8%

Results for CC(C)(C)C(=O)NC(n1cnc2c(N3CCOCC3)ncnc21)C(Cl)(Cl)Cl (centres undefined) ?
RSV antiviral HEp-2: -0.1%; HIV peptide binding: 0.9%; UTI89 phage lysis: 0.3%; SV40 large T antigen: 21%; Dengue-2 NS5 capping: -4%; Salmonella PhoP GFP: 2%; Rac1 GTP hydrolysis: 7%; GPR35 antagonists: 4%; GPR55 antagonists: -2%

What do the screens show for `Cc1cc(C)nc(SCc2ccc(C(=O)N/N=C/c3cccnc3)cc2)n1`?
RSV antiviral HEp-2: -2.1%; HIV peptide binding: -0.5%; UTI89 phage lysis: 0.2%; SV40 large T antigen: -5%; Dengue-2 NS5 capping: -6%; Salmonella PhoP GFP: -3%; Rac1 GTP hydrolysis: 3%; GPR35 antagonists: 4%; GPR55 antagonists: 3%

Results for Cc1ccc(C)c(OCC(=O)Nc2c(C)n(C)n(-c3ccccc3)c2=O)c1 ?
RSV antiviral HEp-2: 0.0%; UTI89 phage lysis: 0.4%[50 µM]; Dengue-2 NS5 capping: -8%; Rac1 GTP hydrolysis: 5%

How did CC(=O)Nc1cccc(C(=O)Nc2ccccc2N2CCOCC2)c1 do in these assays?
RSV antiviral HEp-2: 2.1%; HIV peptide binding: -1.6%; UTI89 phage lysis: -0.3%; SV40 large T antigen: 0%; Dengue-2 NS5 capping: 8%; Salmonella PhoP GFP: 10%; Rac1 GTP hydrolysis: 1%; GPR35 antagonists: -14%; GPR55 antagonists: -16%; Dengue-2 NS5 capping pilot replicate: -0.6

What do the screens show for `NC(=O)COC(=O)c1ccc2c(c1)S(=O)(=O)N=C1CCCCCN12`?
RSV antiviral HEp-2: 1.3%; HIV peptide binding: 1.1%; UTI89 phage lysis: 0.6%; SV40 large T antigen: 9%; Dengue-2 NS5 capping: 3%; Salmonella PhoP GFP: 3%; Rac1 GTP hydrolysis: 7%; GPR35 antagonists: 6%; GPR55 antagonists: -2%

How did O=C1c2ccccc2S(=O)(=O)N1Cc1nc2ccccc2s1 do in these assays?
RSV antiviral HEp-2: -0.1%; HIV peptide binding: 2.2%; UTI89 phage lysis: 0.2%; SV40 large T antigen: 4%; Dengue-2 NS5 capping: 3%; Salmonella PhoP GFP: 1%; Rac1 GTP hydrolysis: 9%; GPR35 antagonists: -8%; GPR55 antagonists: 0%

Results for Cc1cc2oc(C(=O)NCc3ccccc3)cc(=O)c2cc1C ?
RSV antiviral HEp-2: 5.6%; HIV peptide binding: -1.5%; UTI89 phage lysis: 0.0%; SV40 large T antigen: 9%; Dengue-2 NS5 capping: -4%; Salmonella PhoP GFP: -9%; Rac1 GTP hydrolysis: 14%; GPR35 antagonists: 0%; GPR55 antagonists: -8%

Results for COc1ccccc1-n1c(SCC(=O)Nc2ccc3c(c2)OCO3)nc2c(c1=O)SCC2 ?
RSV antiviral HEp-2: 2.9%; HIV peptide binding: 0.1%; UTI89 phage lysis: 0.4%; SV40 large T antigen: 2%; Dengue-2 NS5 capping: 3%; Salmonella PhoP GFP: -10%; Rac1 GTP hydrolysis: 11%; GPR35 antagonists: 12%; GPR55 antagonists: 4%

What do the screens show for `COc1ccc2ccc(OCC(=O)Nc3cc(C)on3)cc2c1`?
RSV antiviral HEp-2: 2.4%; UTI89 phage lysis: 0.3%[50 µM]; Dengue-2 NS5 capping: -11%; Rac1 GTP hydrolysis: 8%

How did CCOc1ccc(/C=N/NC(=O)c2ccc(Cn3cc(Br)cn3)o2)cc1 do in these assays?
RSV antiviral HEp-2: 2.5%; HIV peptide binding: 1.2%; UTI89 phage lysis: 1.2%[50 µM]; SV40 large T antigen: 8%; Dengue-2 NS5 capping: 1%; Salmonella PhoP GFP: -8%; Rac1 GTP hydrolysis: -8%; GPR35 antagonists: 14%; GPR55 antagonists: 13%

What do the screens show for `O=C(COC(=O)c1cccnc1Cl)Nc1ccc(N2CCCCC2)cc1`?
RSV antiviral HEp-2: 1.0%; UTI89 phage lysis: -0.1%; Dengue-2 NS5 capping: -4%; Rac1 GTP hydrolysis: 20%

How did CC(C)c1ccc(C(=O)NN2C(=O)C3CCCCC3C2=O)cc1 (centres undefined) do in these assays?
RSV antiviral HEp-2: 2.6%; HIV peptide binding: 4.5%; UTI89 phage lysis: 0.3%[50 µM]; SV40 large T antigen: -1%; Dengue-2 NS5 capping: -8%; Salmonella PhoP GFP: 6%; Rac1 GTP hydrolysis: 5%; GPR35 antagonists: -7%; GPR55 antagonists: 16%

Source: PubChem BioAssay (several laboratories)
